Screens (PubChem)
KCNH2 WT inh = blocks the wildtype human KCNH2 potassium channel; Q12809; AID 720551; U2OS, BacMam KCNH2, thallium flux FluxOr; active compounds read low; actives 0.37% (n = 340,000); activity change, % at 1.84 µM;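 active = maximum activity change below -70%; inconclusive = maximum activity change between -70% and -50%; inactive = maximum activity change above -50%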; note: % is set by controls: 0 for no effect and ±100 for the full control effect
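U2OS cells were transduced with wild-type KCNH2 virus (2.03 x 10^8 / mL) for 4 h at room temperature, then cultured overnight at 37 C. Thallium flux was read with FluxOr dye. Rate constants were normalized to DMSO controls.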
TCR act = T cell receptor activation. 330,000 tested, under 10 active. Potency, µM (highest dose often 9.22 µM), inactives show at the top dose activation of IL-2 secretion, hits mostly activators. AID 504894. primary human leukocytes, anti-CD3, IL-2 HTRF, 48 h; note: % of control where 0% means no effect
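1) Mix primary human leukocytes, a-CD3 beads and compound. 2) Incubate 48 hr. 3) Add HTRF IL-2 reagents (a-IL-2-K, a-IL-2-d2).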
TSHR antag = blocks TSH signaling through the human TSH receptor; TSHR-expressing cells, TSH-stimulated cAMP HTRF, 2 h; active compounds read low; activity change, negative = inhibition, % at 11.5 µM; actives 0.2% (n = 330,000);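 active = activity change below a set negative limit, meaning inhibition stronger than a set level, cut at about -70% in these data; inconclusive = activity change between two set negative limits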; note: % is set by controls: 0 for no effect and ±100 for the full control effect
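TSHR-expressing cells, 200/well, pre-treated with compound, then stimulated with EC80 TSH (4nM final) for 2 hours at 37 deg C. cAMP measured by competitive HTRF: anti-cAMP cryptate antibody in lysis buffer plus cAMP-d2, read after 30 minutes at room temperature.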
A-T KAP1 phos = potential ataxia-telangiectasia treatments restoring KAP-1 phosphorylation; actives 0.19% (n = 320,000); AID 485349; […] A-T fibroblasts, KAP-1 phosphorylation AlphaLISA; neocarzinostatin DNA damage 30 min before lysis; Potency, µM (top dose mostly 57.5 µM), inactives show top-dose activation, most hits filed as activators; note: potency is the fitted concentration of half-maximal effect; % of control where 0% means no effect; nearly all actives have a fitted effect of over 45% in size
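hTERT-immortalized A-T patient fibroblasts ([…]), 500 cells/well in OPTI-MEM, 1% FBS, got compounds for 60 min, then NCS for 30 min at 37C. Lysates were then assayed for phospho-KAP-1 by AlphaLISA (anti-pKAP1 donor, anti-KAP1 acceptor beads), 6 hr at 25C.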
Eya2 phos inh = inhibitors of human Eya2 phosphatase activity; O00167; recombinant Eya2, OMFP fluorescence dephosphorylation (OMFP is methylfluorescein phosphate); Potency, µM (series often up to 76.9 µM), for inactives: top-dose activity, negative = inhibition, most hits filed as inhibitors; actives 0.006% (n = 330,000); note: potency is the fitted concentration of half-maximal effect; % is set by controls: 0 for no effect and ±100 for the full control effect
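Eya2 protein (added as 0.2 uM solution) was preincubated with compound for 10 min at ambient temperature in 50 mM HEPES pH 7.5, 50 mM NaCl, 5 uM MgCl2, 0.05% BSA, 1 mM DTT. OMFP (added at 50 uM) then reacted 10 min; fluorescence read at 485/525 nm.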
TRPV1 agonist = human TRPV1 agonism; Q8NER1; TRPV1-expressing cells, Fluo-8 calcium influx, agonist mode; activation, % at 8.33 µM; actives 0.19% (n = 320,000); in the data active = activation above about 80%; inconclusive = between about 30% and that limit; note: 0% is about no effect
Target sequence (Q8NER1 whole entry, looked up): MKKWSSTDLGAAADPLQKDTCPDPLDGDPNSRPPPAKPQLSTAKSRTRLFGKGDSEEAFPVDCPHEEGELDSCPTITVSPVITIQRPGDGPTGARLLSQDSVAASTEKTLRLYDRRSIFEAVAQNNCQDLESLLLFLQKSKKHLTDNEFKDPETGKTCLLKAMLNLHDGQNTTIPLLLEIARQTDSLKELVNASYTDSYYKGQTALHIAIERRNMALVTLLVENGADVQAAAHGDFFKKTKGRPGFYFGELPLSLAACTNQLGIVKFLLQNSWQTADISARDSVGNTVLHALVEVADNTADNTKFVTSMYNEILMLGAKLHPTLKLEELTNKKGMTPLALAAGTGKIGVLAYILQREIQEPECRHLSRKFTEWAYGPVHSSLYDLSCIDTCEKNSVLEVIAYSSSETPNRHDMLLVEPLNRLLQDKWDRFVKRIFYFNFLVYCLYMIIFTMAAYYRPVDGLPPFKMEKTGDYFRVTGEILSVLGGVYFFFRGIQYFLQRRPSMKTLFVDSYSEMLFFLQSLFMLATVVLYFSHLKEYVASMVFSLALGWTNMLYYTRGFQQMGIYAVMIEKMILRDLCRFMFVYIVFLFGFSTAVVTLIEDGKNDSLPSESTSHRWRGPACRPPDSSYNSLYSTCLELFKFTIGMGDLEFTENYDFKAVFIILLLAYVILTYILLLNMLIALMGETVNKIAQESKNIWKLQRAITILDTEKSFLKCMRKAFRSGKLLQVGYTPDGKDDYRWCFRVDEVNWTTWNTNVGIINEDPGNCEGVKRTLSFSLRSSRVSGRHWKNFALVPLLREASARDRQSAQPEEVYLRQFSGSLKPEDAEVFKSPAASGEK
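TRPV1-expressing cells were cultured overnight at 35.5C and loaded with Fluo-8 calcium dye for 40 to 90 min at room temperature. After a 10 s baseline, compound was added and calcium influx was read kinetically for 3 min (ex 480/em 520 nm).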
USP2a inh = USP2a (human) protease inhibition; O75604; USP2 core, Ub-CHOP2 coupled fluorogenic reporter, 485/531; Potency, µM (titrated, usually from 38.3 µM), for inactives: at the top dose activity change, negative = inhibition, most hits filed as inhibitors; actives 0.01% (n = 330,000); AID 463254;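 note: potency is the fitted concentration of half-maximal effect; plate controls were DMSO wells for no effect and full inhibition by NEM control for full effect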
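Deubiquitinase activity read as fluorescence (485/531 nm) after Ub-CHOP2 cleavage activates the enterokinase reporter on its substrate; USP2 core 10nM, Ub-CHOP2 and substrate 25nM each, 30min compound preincubation then 60min RT; data normalized to NEM, curves fitted.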
ELG1 repair inh = blocks ELG1-dependent DNA repair in HEK293T cells; HEK293T ELG1-luciferase reporter, luminescence, 16 h; DNA damage induced by 5-fluorouridine; Potency, µM (highest dose often 46.1 µM), without a hit: at the top dose activity change, negative = inhibition, usual class: inhibitors; actives 2.3% (n = 330,000); AID 504467; note: potency is the fitted concentration of half-maximal effect; % is set by controls: 0 for no effect and ±100 for the full control effect; nearly all actives have a fitted effect of over 55% in size
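HEK293T cells expressing luciferase-tagged ELG1 (2,000/well) received 5-Fluorouridine plus compound or DMSO for 16 hr at 37 °C. Luciferase was read by ONE-Glo luminescence after 30 min at room temperature.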
KCNH2 3.1 block = inhibitors of human KCNH2 3.1 potassium channel isoform | actives 0.95% (n = 340,000) | U2OS KCNH2 3.1, thallium flux FluxOr; active compounds read low | AID 720553 | activity change, % (tested at about 1.8 µM);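 active = maximum activity change below -70%; inconclusive = maximum activity change from -70% to -50%; inactive = maximum activity change above -50%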;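 note: thallium influx rate constant from kinetic fluorescence after stimulation buffer; % is set by controls: 0 for no effect and ±100 for the full control effect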
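Channel expression came from 3.1 mutant virus (1.77 x 10^8 /mL) applied to suspended U2OS cells for 4 h. Flux was tracked with FluxOr dye plus Red40 quencher, and kinetic rate constants normalized to controls.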
Mito fusion act = mitochondrial division inhibition or fusion activation | S. cerevisiae fusion-defective mutant growth rescue, CellTiterGlo 48 h | Potency, µM (series often up to 46.1 µM), for the others: top-dose growth rescue (activation), hits mostly activators | actives 0.23% (n = 320,000) | AID 485298;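 note: potency is the fitted concentration of half-maximal effect; % of control where 0% means no effect; nearly all actives have a fitted effect of over 45% in size; temperature-sensitive fusion mutants such as fzo1-1 at 37 °C on non-fermentable ethanol glycerol medium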
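Yeast fusion mutant, YPEG (non-fermentable carbon), compound, 48 h at 37C non-permissive; CellTiterGlo added, 10 min RT, luminescence read. Rescued growth = division inhibition.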
The depositor's hits bear a star; ? = inconclusive; nt = not tested or not shown; [ ] = dose if it differs, or a comment. Unless noted, calls come from the whole dose curve; as a rule, active = well fitted curve in the direction sought with a large enough effect; inconclusive = small, poorly fitted or top-dose-only effect, or another doubt; inactive = no such curve, though single readings can be large; an effect the other way counts as inactive or inconclusive. Some of the compounds tested; rates above refer to the full screens.

Under each structure – KCNH2 WT inh, TCR act, TSHR antag, A-T KAP1 phos, Eya2 phos inh, TRPV1 agonist, USP2a inh, ELG1 repair inh, KCNH2 3.1 block, Mito fusion act
> CCC(OC(=O)C(C)N1C(=O)C(=O)c2ccccc21)C(=O)Nc1ccccc1OC (centres undefined)
    -4, -4%, -3, 2%, -4%, -1, 1%, 10%, 21, 7%
> Clc1ccc(-n2nnc(-c3cccnc3Cl)n2)cc1Cl
    -1, -3%, -8, -6%, 16%, 0, 1%, ?, 8, -5%
> FC(F)(F)c1cc(Nc2ccccc2)nc(-c2ccccn2)n1
    -2, 1%, 10, -9%, -8%, 5, 1%, -13%, -22, 17%
> Cc1oc(-c2cc3c(cc2Cl)OCO3)nc1CN1CCCC1c1ccc(F)cc1 (centres undefined)
    -9, 5%, -5, 4%, -17%, 15, 1%, -10%, -12, 1%
> CN(CC(=O)N1CCN(c2ccccn2)CC1)S(=O)(=O)c1cccc2nsnc12
    -4, 0%, 3, -10%, 4%, 0, 0%, -18%, 0, 0%
> COC(=O)[C@]1(Cc2ccccc2)N[C@H](CN(C)S(=O)(=O)c2ccc(OC(F)(F)F)cc2)[C@@H]2C(=O)N(C)C(=O)[C@@H]21
    4, 9%, 15, -3%, 4%, nt, 1%, ?, -5, nt
> COc1cccc(Nc2ncnc3sccc23)c1
    -2, -1%, -2, -5%, 3%, ?, 2%, ?, -17, ?
> CCOc1ccccc1CN1CCN(CC2CC2)CC1CCO (centres undefined)
    15, 7%, -5, 8%, 0%, 0, -1%, 6%, 11, -1%
> Nc1nonc1C(=O)N/N=C/c1ccc(-c2cccc(C(=O)O)c2)o1
    nt, nt, -7, -6%, 10%, -3, -1%, ?, nt, -17%
> O=C(CCc1nc2ccccc2c(=O)[nH]1)Nc1cc(C(F)(F)F)ccc1N1CCCC1
    9, 0%, 17, 15%, -10%, 5, 0%, 6%, -5, -6%
> C/C(=N\OC(=O)c1ccc(F)cc1)c1ccc(F)c(F)c1
    -4, -11%, -5, 4%, -4%, 9, 0%, 7%, 22, 1%
> Nc1nnc(SCCCC(=O)c2ccccc2)s1
    7, -2%[46.1 µM], -6, -2%, -8%, ?, 3%, ?, 6, 1%
> O=C(O)c1c(Cl)cccc1Cl
    -7, -5%, 33, -6%, 0%, -2, 0%, 14%, 2, -13%
> Cc1c(NC(=S)NC(=O)c2sc3ccccc3c2Cl)cccc1C(=O)O
    -17, 1%, 5, 0%, 22%, -6, 0%, ?, -26, 11%
> O=C(NCc1ccco1)c1cc(-c2ccc(F)cc2)on1
    8, nt, 3, nt, 21%, 4, -1%, ?, 12, 3%
> COCCSc1ccccc1C(=O)Nc1ccc(Cl)cn1
    4, -10%[46.1 µM], 1, 2%, -2%, 9, 3%, -1%, -7, 8%
> CCn1cc(CNC(=O)c2cc(COc3ccc(F)cc3F)on2)cn1
    -34, 8%, -9, 10%[11.5 µM], 0%, 1, 3%, ?, -1, 3%
> S=C(NCc1ccccc1)Nc1ccncc1
    18, -3%, -9, 1%, -5%, ?, -1%, -6%, -9, -2%
> O=C(/C=C/c1ccco1)NCCCN1CCOCC1
    -4, 3%, 4, -1%, -2%, -2, 3%, -1%, 2, -3%
> Cc1cc(NC(=O)CS(=O)(=O)c2cn(Cc3ccccc3Cl)c3ccccc23)no1
    14, nt, -2, 3%, -2%, -4, 3%, ?, 5, 20%
> CCn1c(CNc2nc(-c3ccccc3)cs2)nnc1SCC(=O)NCc1ccco1
    7, 0%, -10, -3%, -31%, 2, 1%, -4%, nt, -2%
> COC(=O)c1c(C)[nH]c(C(=O)/C=C/c2ccccc2)c1C
    -3, -6%[46.1 µM], -2, -2%, 4%, 0, 5%, ?, -10, -4%
> COc1cc(/C=N/N(C)c2ccccc2)cc(Cl)c1O
    -2, -2%, 2, -11%, -13%, -1, -4%, 19%, 14, 17%
> CC1(C)CC(=O)C=C(NCCN2CCN(C(=O)Nc3ccc(Cl)c(Cl)c3)CC2)C1
    -6, -3%, 5, -5%, 1%, 2, 2%, -18%, -5, 1%
> Cc1ccc(N(CC(=O)NC(C)(C)C)C(=O)CNC(=O)c2cccs2)cc1C
    2, -2%, -6, -2%[11.5 µM], 3%, 7, 3%, 0%, -3, 2%
> CCC(C)Nc1cc(C)nc2ncnn12 (centres undefined)
    -3, -3%, 0, 0%, 3%, -2, -1%, ?, 5, 4%
> COc1ccccc1CN1C(=O)[C@@H]2C(CCC(N)=O)NC3(C(=O)Nc4c3ccc(Cl)c4C)[C@@H]2C1=O (some centres undefined)
    2, 3%, 2, -6%, -6%, 4, 0%, ?, 22, -2%
> COc1cc(C(C(=O)NC2CCCC2)N(C(=O)c2snc(C(N)=O)c2N)C2CCCC2)cc(OC)c1OC (centres undefined)
    -3, -18%, -1, 4%, 15%, 1, 1%, 0%, 16, 6%
> Cc1ccn2cc(-c3cccc(NC(=O)C(C)C)c3)nc2c1
    4, 1%, -4, 1%, -3%, 1, 3%, ?, 31, 0%
> CC(C)(C)NC(=O)NC(=O)COC(=O)c1ccc2c(c1)S(=O)(=O)N=C1CCCCCN12
    -2, 0%[46.1 µM], -1, -9%, -19%, 2, 5%, 12%, 16, -7%
> Cc1ccc(S(=O)(=O)N2CCOCC2)cc1C(=O)Nc1ccc(N2CCCCCC2)cc1
    -3, nt, -23, -3%, -18%, -2, -5%, -1%, 4, 0%
> Cc1ccc(C(C)(C)C)c(SCC(=O)Nc2nnc(C)s2)c1
    -9, 1%, -9, 5%, 4%, 1, -1%, 3%, 13, -7%
> COCCCNc1ncnc2c1[nH]c1ccccc12
    nt, nt, -5, -1%, 21%, -3, 1%, -13%, nt, 2%
> O=C(CSc1ccc2nnc(-c3ccncc3)n2n1)NCC1CCCO1 (centres undefined)
    -2, -4%, 26, -5%, -6%, -5, 1%, 0%, 2, 1%
> COCCN(C(=O)c1snc(C(N)=O)c1N)C(C(=O)NC1CCCCC1)c1ccc(OC)c(OC)c1 (centres undefined)
    -3, 2%, 10, -7%, 6%, 2, 2%, 6%, -11, 0%
> CCC(=O)N(CCC(c1ccc(C)cc1)c1ccco1)Cc1ccco1 (centres undefined)
    -3, 1%, -9, 7%, -28%, nt, 4%, 3%, -3, 2%
> COc1ccc(C(=O)CC(=O)C(=O)Nc2ccc(C)c(C)c2)cc1
    0, 5%, 2, 12%, -1%, 1, -2%, -24%, -5, 8%
> COc1ccc(Cl)cc1NC(=O)C1Cc2cc(S(=O)(=O)N3CCCC3)ccc2N1C(C)=O (centres undefined)
    3, -3%, -11, 1%, 2%, 0, -2%, -12%, 7, 4%
> CC(=O)Nc1ccc2nc(NC(=O)COc3ccc(C)cc3)sc2c1
    1, -2%, 7, 0%, 1%, 2, 0%, 20%, -9, 3%
> CCCCn1c(SCC(=O)Nc2oc(C)c3c(C)n[nH]c(=O)c23)nc2cc(S(N)(=O)=O)ccc21
    -8, 0%, -5, 2%, -9%, 0, -1%, -15%, 9, -2%
> COc1ccc(Nc2nc(C)cc(C)c2C#N)c(OC)c1
    -8, -3%, -9, -2%, 16%, 24, -2%, 7%, 1, -1%
> O=C(Cn1ncc2c3ccccc3n(Cc3cccc(Cl)c3)c2c1=O)NCc1ccccn1
    -15, 1%, -6, 5%, -3%, 0, 7%, 22%, 8, -2%
> N#Cc1sc2nc(N3CCCCC3)c3c(c2c1N)CCCC3
    1, 2%[46.1 µM], -8, nt, -9%, 7, 4%, 11%, -2, 12%
> O=C(COc1ccc(Cl)cc1)Nc1cnn(Cc2c(Cl)cccc2Cl)c1
    -21, 4%, 12, 6%, 5%, 11, 3%, 12%, -10, -1%
> Cc1ccc(SCc2nnc(N)s2)cc1
    6, -5%[46.1 µM], -9, 5%, -2%, 8, 3%, ?, 9, 3%
> CC(C)(CC(=O)O)CC(=O)N1CCCN(c2nc3ccc(Cl)cc3s2)CC1
    -2, 3%, -9, -1%, -8%, 4, 1%, -6%, -8, 2%
> OC1CCCN(Cc2ccc3c(c2)Cc2ccccc2-3)C1 (centres undefined)
    63, 0%, -8, -2%, -10%, -3, 0%, ?, 13, -4%
> O=C(Nc1nnc(-c2ccco2)s1)c1ccccc1
    32, nt, 2, 1%, 27%, 16, 2%, ?, -21, 17%
> CCc1ccc(/C=C\C(=O)N2CCc3ccccc3C2)cc1
    -6, -1%, -8, -3%, -13%, ?, -2%, ?, -28, 2%
> C=CCOc1cccc(CNc2cccc(C(=O)O)c2)c1
    9, -6%, -8, 16%, ?, 1, 0%, ?, 13, 1%
> CC(=O)Nc1ccc(O)c(-c2nc3ccccc3s2)c1
    11, 0%, -1, 8%, -12%, ?, 2%, 0%, -2, ?
> CC(C)Oc1cccc(C(=O)NC(=S)Nc2ccc3c4c(cccc24)CC3)c1
    -13, 4%, -6, -3%, -4%, -2, 6%, -4%, 3, -10%
> O=C(NCCc1cccs1)C1CC(c2cccc([N+](=O)[O-])c2)=NO1 (centres undefined)
    -2, -5%, 16, 3%, 19%, 0, 2%, 2%, 37, 6%
